TEAD-YAP block – TEAD-YAP interaction inhibition, primary screen, TEAD-YAP interaction inhibitor project, luminescence, HEK-TIYL cells. TEAD-Gal4/YAP UAS-luciferase luminescence. inhibition, % at 9.12 µM. hit rate 1.4% among 640,000. AID 1259422, 2018; in the data active = inhibition above about 32%;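 note: 0% = median of test compound wells and 100% = reference inhibitor wells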
GPR151 activ – activators of human GPR151, primary screen, cell-based, PathHunter beta-arrestin, luminescence; G-protein coupled receptor 151 (Homo sapiens), Q8TDV0; PathHunter beta-arrestin GPR151 cells; activation, % at 11.2 µM; hit rate 1% among 650,000; AID 1508602, 2020; in the data active = activation above about 4.9%;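 note: 0% = median of compound wells and 100% = cells with positive control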
Target sequence (Q8TDV0 whole entry, looked up): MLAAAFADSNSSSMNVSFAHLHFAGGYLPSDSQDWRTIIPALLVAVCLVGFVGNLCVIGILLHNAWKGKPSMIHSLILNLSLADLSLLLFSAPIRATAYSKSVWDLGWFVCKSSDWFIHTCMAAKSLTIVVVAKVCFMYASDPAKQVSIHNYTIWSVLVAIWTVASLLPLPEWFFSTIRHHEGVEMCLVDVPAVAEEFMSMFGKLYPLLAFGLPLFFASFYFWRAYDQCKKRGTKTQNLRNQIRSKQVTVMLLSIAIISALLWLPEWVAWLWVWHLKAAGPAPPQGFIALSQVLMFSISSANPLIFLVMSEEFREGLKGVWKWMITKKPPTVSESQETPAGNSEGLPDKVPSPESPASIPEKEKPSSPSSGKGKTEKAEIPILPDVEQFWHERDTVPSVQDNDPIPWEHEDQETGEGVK
FBW7 activator – FBW7 E3 ligase activators, primary screen, biochemical, AlphaScreen, human; normalized activity (activation), % at 26.1 µM; AlphaScreen FBW7–phospho-cyclin E peptide binding, activator screen; F-box/WD repeat-containing protein 7 (Homo sapiens), Q969H0; AID 1259310, 2017; hit rate 0.13% among 650,000; in the data active = normalized activity above about 1.9%;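 note: purified mutant Fbw7 with reduced substrate affinity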
MITF primary – MITF inhibitors, primary screen, biochemical, AlphaScreen, human | AID 1259374, 2018 | hit rate 0.91% among 650,000 | inhibition, % at 2.6 µM | AlphaScreen MITF homodimerization, bead proximity signal; in the data active = inhibition above about 50%;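 note: 0% = vehicle wells with protein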
Target sequence (O75030 whole entry, looked up): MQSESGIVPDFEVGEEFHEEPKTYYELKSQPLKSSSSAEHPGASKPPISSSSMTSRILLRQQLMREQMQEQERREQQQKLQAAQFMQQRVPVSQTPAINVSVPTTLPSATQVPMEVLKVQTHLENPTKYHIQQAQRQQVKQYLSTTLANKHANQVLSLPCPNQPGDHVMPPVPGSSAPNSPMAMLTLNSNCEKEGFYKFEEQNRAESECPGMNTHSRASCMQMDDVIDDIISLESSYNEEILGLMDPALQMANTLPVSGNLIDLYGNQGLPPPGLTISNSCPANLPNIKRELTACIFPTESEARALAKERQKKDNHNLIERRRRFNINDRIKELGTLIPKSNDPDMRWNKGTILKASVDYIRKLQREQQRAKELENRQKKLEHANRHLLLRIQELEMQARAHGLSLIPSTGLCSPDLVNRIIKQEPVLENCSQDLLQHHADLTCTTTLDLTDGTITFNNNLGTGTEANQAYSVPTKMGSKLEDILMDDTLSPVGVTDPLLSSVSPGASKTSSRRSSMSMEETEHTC
Numbers without * were called inactive.

Start of the listing, in advance (six entries):
SMILES | TEAD-YAP block | GPR151 activ | FBW7 activator | MITF primary
O=C(NCc1nnc(SCC(=O)N2CCc3ccccc32)o1)c1ccccc1 | 6.1 | 0.4 | -0.4 | -3.9
NC(=O)COc1ccc2c(-c3cc4cc(Cl)ccc4oc3=O)cc(=O)oc2c1 | 10.1 | 2.9 | 0.1 | 8.6
CCCCC(CC)CNC(=O)c1ccc(Cn2nnc3ccsc3c2=O)cc1 (stereo unspecified) | -3.2 | 0.4 | 0.1 | -7.8
Cc1nn2cnnc2c(C)c1Cc1cnc(Cl)s1 | 3.8 | -0.6 | 0.0 | 7.8
Cc1cnc(C(=O)OCC(=O)Nc2cccc([N+](=O)[O-])c2)cn1 | 6.9 | -1.0 | -0.2 | 7.0
CN(C1CCCCC1)S(=O)(=O)c1cc(C(=O)Nc2cccc(Cl)c2)ccc1F | 6.8 | -1.2 | -0.2 | 1.9

Main list, from the first entry:
SMILES | TEAD-YAP block | GPR151 activ | FBW7 activator | MITF primary
O=C(NCc1nnc(SCC(=O)N2CCc3ccccc32)o1)c1ccccc1 | 6.1 | 0.4 | -0.4 | -3.9
NC(=O)COc1ccc2c(-c3cc4cc(Cl)ccc4oc3=O)cc(=O)oc2c1 | 10.1 | 2.9 | 0.1 | 8.6
CCCCC(CC)CNC(=O)c1ccc(Cn2nnc3ccsc3c2=O)cc1 (stereo unspecified) | -3.2 | 0.4 | 0.1 | -7.8
Cc1nn2cnnc2c(C)c1Cc1cnc(Cl)s1 | 3.8 | -0.6 | 0.0 | 7.8
Cc1cnc(C(=O)OCC(=O)Nc2cccc([N+](=O)[O-])c2)cn1 | 6.9 | -1.0 | -0.2 | 7.0
CN(C1CCCCC1)S(=O)(=O)c1cc(C(=O)Nc2cccc(Cl)c2)ccc1F | 6.8 | -1.2 | -0.2 | 1.9
O=C(O)CCN1C(=O)c2cccc3cc([N+](=O)[O-])cc(c23)C1=O | -1.4 | 0.3 | -0.1 | -5.7
COc1cccc(C(c2nnnn2C(C)(C)C)N2CCN(C3CCCC3)CC2)c1OC (stereo unspecified) | 0.3 | 1.4 | 0.5 | 18.9
COC(=O)C(NC(=O)c1ccccc1OC)(Nc1sc2c(c1C#N)CCC(C(C)(C)C)C2)C(F)(F)F (stereo unspecified) | -1.1 | -0.4 | 0.1 | 5.8
CCNC(=O)[C@@H]1C[C@H](NCc2cccc(C)n2)CN1Cc1cccc(Cl)c1 | 4.1 | 0.7 | 0.1 | -3.0
COc1ccc(C(=O)Nc2ccc3oc(-c4cccc5c(Br)cccc45)nc3c2)cc1 | -2.5 | -3.0 | -0.1 | -9.1
O=C(c1cnccn1)N1CCC(n2nnc3ccccc3c2=O)CC1 | -8.4 | -1.2 | -0.1 | -14.1
COC(=O)C1=C(C)N(C)C(=O)/C1=C\c1c(Cl)cccc1Cl | -11.3 | 0.4 | 0.3 | 5.5
Cc1ccc(N(C)S(=O)(=O)c2ccc3[nH]cc(C(=O)N4CCOCC4)c(=O)c3c2)cc1C | 5.2 | -0.2 | 0.4 | 17.4
CSc1ccc(Cn2nnc(C(=O)Nc3ccc(F)c(Cl)c3)c2N)cc1 | -6.8 | -0.2 | -0.1 | -21.2
O=C(O)CC(CC(=O)Nc1nncs1)c1ccccc1 (stereo unspecified) | -6.3 | -1.5 | -0.2 | -5.7
COc1cc(C(=O)c2ccccc2)c(OC)cc1C(=O)Nc1ccc(C)cc1 | 5.2 | 0.6 | -0.1 | -0.8
Cc1ccc(C(C(=O)NC2CCCC2)N(C(=O)c2csnn2)c2ccccc2)o1 (stereo unspecified) | 12.0 | 0.1 | 0.0 | 4.5
COc1c(S(=O)(=O)NCc2ccco2)ccc(Cl)c1Cl | -1.3 | -0.9 | 0.4 | -11.0
CCOC(=O)CSc1nc(Nc2ccc3c(c2)OCO3)c2ccccc2n1 | -8.5 | -0.9 | -0.1 | -14.8
O=S(=O)(Oc1cccc2c1NCCC2)c1cccs1 | -72.2 | -0.7 | -0.1 | 0.1
CC1(C)CC(=O)C(C(=S)Nc2ccccc2)=C(O)C1 | -18.5 | 0.4 | 0.1 | 0.1
O=C(NC1CCS(=O)(=O)C1)c1ccc2c(c1)OCO2 (stereo unspecified) | -3.6 | 0.1 | -0.1 | 9.1
Cc1cc(C(=O)NCCCn2ccnc2)cs1 | 2.4 | -0.1 | 0.1 | -14.1
CSc1nc2ccccc2n1C(=O)Oc1ccccc1 | -0.7 | 0.1 | 0.2 | -1.9
CN(CCc1ccccc1)C1CCCN(C(=O)NCc2ccccc2)C1 (stereo unspecified) | 7.8 | 0.2 | -0.2 | -3.9
COc1ccc(NC(=O)CSC2=Nc3ccccc3C3=NC(Cc4c[nH]c5ccccc45)C(=O)N23)c(OC)c1 (stereo unspecified) | 15.6 | -0.3 | 0.0 | -0.7
O=C(CCC1(Cc2cccs2)CCC(=O)N1)NCc1csc(-c2ccccc2)n1 (stereo unspecified) | -3.4 | -0.2 | 0.0 | -6.3
Cn1/c(=N/N=C/c2cc3c(cc2[N+](=O)[O-])OCO3)sc2ccccc21 | -4.5 | 3.6 | 0.0 | -1.6
Cn1c(=O)[nH]c(=O)c2c1nc(N1CCOCC1)n2Cc1cccc2ccccc12 | -6.6 | 2.7 | 0.1 | 5.5
CCc1nnc(NC(=O)CSc2nnnn2-c2ccc(OC)cc2)s1 | 8.2 | 1.0 | 0.0 | -6.4
CCCc1nnc(NC(=O)CSc2nnc3c4ccccc4n(C)c3n2)s1 | -4.2 | -0.8 | -0.1 | -1.4
Cc1ccc2nc(-c3ccc(NC(=O)c4c(C)noc4C)cc3)sc2c1 | 2.1 | 1.5 | 0.4 | 18.8
O=C(Nc1ccccc1)Nc1ccc2c(-c3ccccc3)n[nH]c2c1 | -33.9 | 1.6 | -0.1 | 4.6
CCN1CCN(CCOc2ccc(Cl)c(C)c2C)CC1 | -0.3 | 7.7* | 0.0 | 75.0*
COc1cc(NC(=O)C2CC(=O)N(c3ccc(Cl)cc3)C2)ccc1Br (stereo unspecified) | 10.8 | 0.2 | -0.2 | 9.1
O=C(COC(=O)c1ccccc1Nc1ccccc1)Nc1nccs1 | -0.1 | -0.4 | -0.2 | 6.7
CCOC(=O)c1c(NC(=O)C2CC(=O)OC23CCCCC3)sc2c1CCCC2 (stereo unspecified) | -12.5 | -0.7 | 0.1 | -8.7
O=c1cc(CN2CCCCC2)c2cc(O)ccc2o1 | 0.8 | 0.2 | 0.1 | 6.0
COCC(=O)N(Cc1ccccc1)C(C)(C)C | 6.0 | -0.3 | -0.1 | -4.9
O=C1CC(NCCC23CC4CC(CC(C4)C2)C3)C(=O)N1c1ccc(F)cc1 (stereo unspecified) | 2.3 | 0.0 | -0.1 | 5.8
c1ccc(OCCNc2cc(NCc3ccc4c(c3)OCO4)ncn2)cc1 | -8.5 | -0.8 | 0.2 | 18.6
COCCN1CCn2c(nc3cc(NC(=O)c4ccccc4Cl)ccc32)C1 | -9.1 | -1.3 | 0.0 | 7.2
COc1ccccc1-n1cc([C@@H]2C[C@H]3CN(Cc4ccccc4C)C(=O)[C@]34CCCN24)cn1 | -9.1 | -0.3 | 1.4 | 20.2
CCC(Br)C(=O)NCc1cccnc1 (stereo unspecified) | 3.6 | -1.0 | -0.1 | -52.0
CC(NS(=O)(=O)c1ccc(F)cc1)c1ccccc1 (stereo unspecified) | 1.8 | 0.3 | -0.2 | -1.7
COc1cc(/C=C2/SC(=Nc3ccccc3)N(c3ccccc3)C2=O)ccc1OC(C)=O | 0.7 | 3.2 | 0.1 | 1.3
Cc1cccc(C(=O)n2cnc(N)n2)c1 | -1.4 | 0.7 | -0.1 | 6.4
CN(Cc1ccco1)S(=O)(=O)c1ccc(C(=O)Nc2cccc(Cl)c2)cc1 | 4.9 | 0.6 | -0.1 | -1.8
Cc1sc2ncnc(SC3CCCCN(C(=O)c4ccc(F)cc4)C3=O)c2c1C (stereo unspecified) | -2.3 | 2.6 | 0.6 | 1.4
COCCNC(=O)Cn1cc(/C=C(\C#N)C(=O)Nc2ccccc2)c2ccccc21 | 1.4 | 1.5 | 0.0 | -2.6
O=c1[nH][n+](-c2ncn[nH]2)no1 | 7.0 | 1.5 | -0.4 | 1.4
Cc1ccn2c(NC(=O)c3ccc(Br)cc3)c(-c3ccccc3)nc2c1 | -4.7 | 0.2 | -0.1 | -2.0
CCN(CC)C(=O)CN1CCC(n2cnc3cccnc32)CC1 | -0.1 | 2.3 | -0.2 | -0.1
C(=N\Nc1nc(-c2cccnc2)nc2ccccc12)/c1cccnc1 | 14.3 | -0.9 | 0.1 | -2.0
Cc1c(C(=O)Nc2ccccc2Cl)sc2ncn(Cc3ccccc3Cl)c(=O)c12 | -8.1 | 1.1 | 0.0 | 4.5
COc1ccc(C(CC(=O)NCCC(C)C)NS(=O)(=O)c2ccc(F)cc2)cc1 (stereo unspecified) | 3.8 | -1.5 | 0.0 | -7.8
CCOc1ccc(C2C(C(C)=O)=C(O)C(=O)N2CC(=O)OC)cc1 (stereo unspecified) | -1.3 | 0.3 | -0.1 | 8.4
Cc1ccc(NC(=O)c2ccc(=O)n(Cc3ccccc3Cl)c2)cc1 | -3.4 | 0.6 | 0.3 | -1.1
Cc1cccc(-c2nc(C(N)=O)c3[nH]c(=O)n(CC4CCCO4)c3n2)c1 (stereo unspecified) | 0.5 | 1.2 | -0.1 | 8.3

Only TEAD-YAP block and MITF primary, for 4 of the compounds above:
| Molecule | TEAD-YAP block | MITF primary |
| --- | --- | --- |
| Cc1c(C(=O)Nc2ccccc2Cl)sc2ncn(Cc3ccccc3Cl)c(=O)c12 | -8.1 | 4.5 |
| COc1ccc(C(CC(=O)NCCC(C)C)NS(=O)(=O)c2ccc(F)cc2)cc1 (stereo unspecified) | 3.8 | -7.8 |
| CCOc1ccc(C2C(C(C)=O)=C(O)C(=O)N2CC(=O)OC)cc1 (stereo unspecified) | -1.3 | 8.4 |
| Cc1ccc(NC(=O)c2ccc(=O)n(Cc3ccccc3Cl)c2)cc1 | -3.4 | -1.1 |

Looked up above:
For TEAD-YAP block, Cc1cccc(-c2nc(C(N)=O)c3[nH]c(=O)n(CC4CCCO4)c3n2)c1 (stereo unspecified) has 0.5
For MITF primary, CC(NS(=O)(=O)c1ccc(F)cc1)c1ccccc1 (stereo unspecified) has -1.7

The results go on.
SMILES | TEAD-YAP block | GPR151 activ | FBW7 activator | MITF primary
N#Cc1nnn(-c2nc(N3CCCC3)nc(N3CCCC3)n2)c1N | 11.8 | -1.3 | 0.7 | 4.3
Cc1ccsc1/C=N/n1c(-c2cccnc2)n[nH]c1=S | 4.9 | 0.6 | -0.1 | 4.7
O=C1C2C3C=CC(C3)C2C(=O)N1c1ccc(F)cc1 (stereo unspecified) | 3.8 | 0.3 | 0.0 | -5.4
CCC(Oc1ccccc1)C(=O)Nc1nnc(S(=O)(=O)N2CCOCC2)s1 (stereo unspecified) | 5.0 | 0.9 | 0.1 | -0.2
O=C(c1scc2c1CCCC2)N1CCCC1 | 2.2 | 1.4 | 0.0 | -5.0
O=C(C1CC2c3ccccc3C1c1ccccc12)N1CCCCC1 (stereo unspecified) | -2.3 | -0.4 | 0.0 | 16.7
Cc1cc(NCc2cccnc2)n2nc(-c3ccc(F)cc3)cc2n1 | -23.5 | 1.3 | 0.3 | 23.9
Cc1cc(Br)ccc1NC(=O)c1sc2ncnc(N3CCN(c4ccccc4F)CC3)c2c1C | -9.9 | 0.5 | 0.2 | -29.1
CC(=O)c1ccc(OCc2cc(C(=O)N(C)CC3COc4ccccc4O3)no2)cc1 (stereo unspecified) | -46.6 | 1.7 | -0.1 | -5.8
O=C(Cn1cc(Br)cn1)c1ccccc1 | 15.1 | -1.6 | -0.1 | 9.0
COc1cccc2c(NCCCN3CCCC3=O)nc(C(Cl)(Cl)Cl)nc12 | 1.7 | 0.1 | -0.2 | -0.9
Fc1ccc(C2=NN3C(C2)c2ccccc2OC3c2ccccc2Cl)cc1 (stereo unspecified) | -51.9 | -1.3 | 0.0 | -17.0
CCCC1OC2CC3C4CCC5=CC(=O)C=CC5(C)C4C(O)CC3(C)C2(C(=O)O)O1 (stereo unspecified) | -8.2 | 2.4 | -0.2 | -5.2
NC(=O)c1ccc(NC(=O)CN2CCCC(c3nc4ccccc4[nH]3)C2)cc1 (stereo unspecified) | 10.5 | -0.4 | -0.2 | -14.2
O=C(O)CC(=O)Nc1cc(Cl)ccc1O | -0.7 | -1.9 | 0.2 | 23.3
CC(=O)Nc1ccc(C(=O)CC#N)cc1 | 8.7 | -0.8 | -0.1 | 5.4
Cc1cc(C)cc(-n2c(C)cc(/C=C3\SC(=Nc4ccccc4)NC3=O)c2C)c1 | 4.8 | -1.0 | 0.6 | 20.4
Cc1cc(C)nc(SCc2nnc(SC(C)C)n2-c2ccc(F)cc2)n1 | 12.1 | -1.1 | 0.3 | 7.5
O=[N+]([O-])c1ccccc1NCCNCCO | 2.6 | 7.9* | 0.0 | -0.6
C=C(C)CN1N=C(c2ccccc2)C2C=CC=CC2C1=O (stereo unspecified) | -1.6 | 4.0 | -0.1 | 1.1
CCCOc1ccccc1C1C(C#N)=C(N)Oc2n[nH]c(-c3ccc(Cl)c(Cl)c3)c21 (stereo unspecified) | 6.0 | -0.3 | -0.1 | -3.0
COc1ccc(OCC(=O)N/N=C\c2cccnc2)cc1 | 1.9 | -0.6 | 0.0 | 10.8
Cc1ccc(NCCNC(=O)Nc2ccc(C)c(Cl)c2)nn1 | -1.9 | 0.2 | -0.1 | -6.6
NC(=O)C1(c2ccccc2)CCOCC1 | -5.4 | 1.6 | -0.1 | -6.8
